Compound activity: PubChem BioAssay, several laboratories
RGS4-Gao reg – modulators of RGS4 binding to Galphao, primary screen, biochemical, multiplexed bead flow cytometry. Guanine nucleotide-binding protein G(o) subunit alpha (Homo sapiens), P09471. AID 1415, 2008. actives lie on both sides. binding response (% of control), % at 10 µM. hit rate 0.33% among 220,000; in the data active = binding response below about 49% or above about 150%; inactive = in between;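 note: fluorescent Galphao activated with aluminum fluoride binding bead-coupled RGS4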
Mcl1 Noxa PPI – Mcl-1/Noxa binding inhibitors, primary screen, biochemical, TR-FRET, 1536-well; Induced myeloid leukemia cell differentiation protein Mcl-1 (Homo sapiens), Q07820; TR-FRET Mcl-1/Noxa peptide binding, 2 h; inhibition, % at 21.7 µM; hit rate 1.5% among 220,000; AID 1022, 2008;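 active = compounds that cut the protein-peptide binding signal by more than 50% relative to plate controls in a single-dose test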;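 note: His-tagged Mcl-1 with rhodamine Noxa BH3 peptide and terbium anti-His antibody; 0% = Mcl-1 plus Noxa peptide wells and 100% = peptide-only wells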
GSH bead fluor – compound fluorescence on glutathione beads, profiling panel, artefact control, biophysical, 488/530 nm, flow cytometry; GSH beads flow cytometry, compound fluorescence 488/530 nm; active compounds read high; fluorescence (KMESF) at 10 µM; hit rate 0.25% among 190,000; AID 1776, 2009; in the data active = fluorescence above about 89;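 note: glutathione beads carrying GST-tagged Bcl family fusion proteins plus one bare bead set; values are compound well signal with DMSO vehicle wells as background; inactives centre near 16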
ABCB1 block – ABCB1 efflux pump inhibitors, primary screen, cell-based, multiplex, flow cytometry, ABCG2 counter-screen | ATP-dependent translocase ABCB1 (Homo sapiens), P08183 | CCRF-Adr cells, JC-1 efflux | inhibition, % at 6.6 µM | hit rate 0.067% among 190,000 | AID 1326, 2008; in the data active = inhibition above about 40%;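 note: 0% = vehicle and 100% = reference inhibitor; higher value means more JC-1 retained so stronger ABCB1 efflux block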
RGS7-Gao reg – RGS7-Galphao binding modulators, primary screen, biochemical, multiplexed bead flow cytometry; AID 1439, 2008; actives lie on both sides; hit rate 0.35% among 220,000; Guanine nucleotide-binding protein G(o) subunit alpha (Homo sapiens), P09471; binding response (% of control), % at 10 µM; in the data active = binding response below about 49% or above about 150%; inconclusive = no clear call, values can overlap the other calls; inactive = in between;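 note: fluorescent Galphao held in activated GDP-AlF4 state binding bead-coupled RGS7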
Bim-Mcl-1 – inhibitors of Bim peptide binding to Mcl-1, primary screen, biochemical, bead-based flow cytometry, multiplex; inhibition, % at 10 µM; Bim peptide-Mcl-1 binding; Induced myeloid leukemia cell differentiation protein Mcl-1 (Homo sapiens), Q07820; AID 1009, 2008; hit rate 0.1% among 190,000; in the data active = inhibition above about 40%;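 note: 0% = no compound tracer wells and 100% = peptide blocker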
Mcl1 Bid PPI – Mcl-1/Bid binding inhibitors, primary screen, biochemical, TR-FRET, 1536-well | AID 1021, 2008 | hit rate 0.97% among 220,000 | Induced myeloid leukemia cell differentiation protein Mcl-1 (Homo sapiens), Q07820 | inhibition, % at 21.7 µM | TR-FRET Mcl-1/Bid-Dy647 peptide binding;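 active = compounds that cut the binding signal by more than half at the single screening dose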;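 note: His-tagged Mcl-1 with europium anti-His antibody binding Bid BH3 peptide; 0% = Mcl-1 plus peptide wells and 100% = peptide-only wells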
Pf gamet viab – late stage P. falciparum gametocyte viability inhibitors, primary screen, ATP luminescence, HTS; P. falciparum stage V gametocytes, 24 h; inhibition, % at 10.9 µM; hit rate 0.065% among 150,000;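 active = inhibition above the mean plus 3 SD of compounds within the control limits, set per campaign, cut at about 38% in these data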;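 note: 0% = DMSO wells and 100% = medium only without gametocytes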
RGS8-Gao – RGS8-Galphao binding modulators, primary screen, biochemical, multiplexed bead flow cytometry; Guanine nucleotide-binding protein G(o) subunit alpha (Homo sapiens), P09471; response (percent of control binding), % at 10 µM; hit rate 0.34% among 220,000; actives lie on both sides; in the data active = response below about 60% or above about 140%; inactive = in between;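 note: Galphao activated as the GDP aluminium fluoride complex binding bead-coupled RGS8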
ABCG2 block – ABCG2 efflux pump inhibitors, primary screen, multiplex with ABCB1, IgMXP3 cells, flow cytometry. Broad substrate specificity ATP-binding cassette transporter ABCG2 (Homo sapiens), Q9UNQ0. JC-1 efflux. inhibition, % at 6.6 µM. hit rate 0.1% among 190,000. AID 1325, 2008;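 active = inhibition above 80%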;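 note: 0% = DMSO and 100% = nicardipine control wells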
Target sequence (Q9UNQ0 whole entry, looked up): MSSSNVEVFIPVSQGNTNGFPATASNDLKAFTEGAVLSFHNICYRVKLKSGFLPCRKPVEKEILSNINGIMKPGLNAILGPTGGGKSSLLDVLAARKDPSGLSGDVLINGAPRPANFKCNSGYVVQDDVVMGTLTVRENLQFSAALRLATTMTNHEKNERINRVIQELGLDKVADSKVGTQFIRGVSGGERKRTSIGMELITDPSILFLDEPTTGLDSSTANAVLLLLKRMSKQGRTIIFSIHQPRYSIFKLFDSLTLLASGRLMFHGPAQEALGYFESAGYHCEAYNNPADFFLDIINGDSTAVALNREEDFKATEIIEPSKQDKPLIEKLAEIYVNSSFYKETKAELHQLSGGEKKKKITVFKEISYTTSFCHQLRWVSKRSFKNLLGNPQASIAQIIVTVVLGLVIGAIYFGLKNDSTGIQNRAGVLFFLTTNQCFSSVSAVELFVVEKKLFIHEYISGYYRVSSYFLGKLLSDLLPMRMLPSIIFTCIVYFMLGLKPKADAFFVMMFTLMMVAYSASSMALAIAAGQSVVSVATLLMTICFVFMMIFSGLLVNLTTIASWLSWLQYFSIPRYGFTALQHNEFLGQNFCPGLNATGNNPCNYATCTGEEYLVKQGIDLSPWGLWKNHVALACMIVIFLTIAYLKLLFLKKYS
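Read-out basis: Efflux inhibition in percent versus controls | Test system: ABCG2 IgMXP3 and barcoded ABCB1 CCRF-Adr cell mix | Quantity: 3 million cells/mL in well | Schedule: 10 min at 25 °C | Control set: Nicardipine as high control, DMSO as low control | Reagent: JC-1 as fluorescent efflux pump substrate | Signal: Flow cytometry of retained JC-1 fluorescence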
Avidin fluor – green autofluorescence of compounds with avidin beads – biophysical, 488/530 nm, flow cytometry, artefact control, profiling panel. fluorescence (KMESF) at 10 µM. hit rate 0.38% among 220,000. compound fluorescence 488/530 nm; active compounds read high; in the data active = fluorescence above about 47; note: inactives centre near 10
Active calls of the source: *; ? = inconclusive; . = not tested or not shown.

molecule	RGS4-Gao reg	Mcl1 Noxa PPI	GSH bead fluor	ABCB1 block	RGS7-Gao reg	Bim-Mcl-1	Mcl1 Bid PPI	Pf gamet viab	RGS8-Gao	ABCG2 block	Avidin fluor
Cc1c(CN(C)C(=O)c2sc3cc(Cl)ccc3c2Cl)cnn1C	100	15	11	1.1	104	-3	11	-5	101	6	12
O=C(Cn1cnc2ccccc2c1=O)Nc1cccc(-c2nnc3n2CCCCC3)c1	92	19	14	0.7	85	-3	-24	.	93	3	27
CC(C)c1ccc(-c2cc(C(=O)N3N=C(C(F)F)CC3(O)C(F)F)c3ccccc3n2)cc1 (stereo not given)	100	-1	12	1.0	96	-17	18	-5	102	4	34
O=C(C1CCC(=O)N1Cc1ccccc1Cl)N1CCN(c2ccc(F)cc2)CC1 (stereo not given)	106	12	8	0.7	103	-3	-79	.	104	2	20
COC(=O)c1cc2ccsc2n1CC(=O)N(C)C1CCCCC1	105	24	20	0.5	104	-7	-23	.	100	1	40
CC(C)(C)OC(=O)N1CCC(c2cc(=O)n3[nH]cc(C(=O)Nc4ccc(F)c(Cl)c4)c3n2)CC1	101	16	.	.	?	.	-7	-80	99	.	7
Cc1cc(C(=O)COC(=O)Cc2n[nH]c(=O)c3ccccc23)c(C)n1-c1cccc(C(F)(F)F)c1	100	-20	9	1.4	96	-4	-45	4	99	2	16
CCOc1ccc2nc3sc(C(=O)N4CCN(C)CC4)c(N)c3cc2c1	93	24	24	0.7	96	-3	-24	.	100	2	11
COc1ccc(S(=O)(=O)N2CCOCC2)cc1OC	95	4	8	0.6	98	-1	-11	-1	85	2	1
COc1cc(-c2nnc(COC(=O)C3c4ccccc4Oc4ccccc43)o2)cc(OC)c1OC	100	2	15	0.7	101	0	12	.	99	2	34
CCOC(=O)C1=C(C)N=C2SCCC(=O)N2[C@@H]1c1cccs1	102	-28	.	.	?	.	-31	20	101	.	6
CSC1=NC(C)(C)C=C(/C=C/c2c(Cl)cccc2Cl)N1	101	-1	8	-0.1	101	-2	-31	21	104	0	25
CN(C)S(=O)(=O)c1ccc(NS(=O)(=O)/C=C/c2ccccc2)cc1	101	-6	16	0.1	102	-1	17	.	103	0	33
O=C(NCCCNC(=O)c1ccco1)c1ccco1	98	-1	34	-0.4	96	-4	-27	.	99	7	14
CCC(OC(=O)c1nsc(Cl)c1Cl)C(=O)NCCOC (stereo not given)	102	20	21	0.2	99	2	-41	-2	104	2	9
Nc1nc2ccccc2n1/N=C/c1ccc2c(c1)OCO2	97	16	.	.	?	.	-6	12	98	.	3
Cc1cc(-c2ccccc2)c(C#N)c(SCC(N)=O)n1	99	7	34	-1.9	97	0	10	10	99	1	6
O=S(=O)(c1ccc2c(c1)OCCO2)N1CCC(c2nc3ccc(Cl)cc3[nH]2)CC1	93	0	49	0.2	88	0	-6	.	94	1	5
Cn1cnnc1SCc1ccccc1[N+](=O)[O-]	106	-12	.	.	?	.	-5	-1	104	.	8
O=C(CCS(=O)(=O)Cc1ccccc1)NCc1ccco1	101	-5	7	0.2	103	-1	-46	.	102	1	9
CC1=NN(C(=O)CSCc2ccccc2)C(O)(c2ccc(F)cc2)C1 (stereo not given)	100	18	15	1.6	?	-2	-10	11	100	35	9
CN1CCN(C(=O)c2ccc(CS(=O)(=O)c3c(Cl)cccc3Cl)o2)CC1	102	4	14	0.6	103	-3	-10	.	101	14	26
CCc1sc(-c2ccccc2)nc1C(=O)OC	97	-9	.	.	?	.	-9	24	97	.	7
CC(C)CNC(=O)c1cc([N+](=O)[O-])ccc1N1CCOCC1	101	-3	16	0.4	102	-1	-24	.	101	7	5
CC(=O)c1ccc(OC(C)C)c(Cc2c(O)nc(N)[nH]c2=O)c1	102	10	14	-0.2	101	-2	-16	23	102	-1	14
O=C(O)CCCN1C(=O)/C(=C\c2ccco2)SC1=S	107	1	10	0.3	105	-2	-87	-5	104	3	10
O=C(O)C12CC3CC(C1)CC(n1ncc(N4CCN(c5ccccc5)CC4)c(Cl)c1=O)(C3)C2	106	5	15	0.2	109	1	-79	.	115	3	12
CC(=O)Nc1ccc(OCCC[n+]2cccc(C(=O)[O-])c2)cc1	98	12	23	1.2	97	-3	-1	2	99	1	5
O=C(O)Cc1sc(-c2ccc(Cl)cc2)nc1-c1ccccc1	101	10	33	0.3	99	-2	0	.	101	2	10
N#CCCN(Cc1ccccc1)C(=S)Nc1ccccc1	105	17	3	0.5	106	-4	-62	-4	105	6	14
CC(=O)N1CCN(c2cccc(C)c2C)CC1	98	-3	31	-2.3	99	-1	-13	-41	100	-2	17
Cc1ccc(S(=O)(=O)NC2=NCCC2)cc1	99	-9	37	4.0	98	-10	0	7	100	2	13
CCOC(=O)c1ccc(NC(=O)CSC2=NC(=O)C(CC)C(=O)N2)cc1 (stereo not given)	99	10	14	0.0	97	-4	-9	26	99	0	30
CC1CC(C)(C)NC(=S)N1CCC(=O)N1c2ccccc2CC1C (stereo not given)	105	-5	10	0.4	102	0	-40	22	101	4	11
CC1(C)CC(=O)C=C(C(=O)N2CCCC(CCC(=O)NCc3ccccc3F)C2)O1 (stereo not given)	98	-9	14	0.1	100	0	-27	3	101	0	7
CCSc1nnc(NC(=O)CN(C)S(=O)(=O)c2ccc(F)cc2)s1	102	9	25	0.4	102	0	-4	0	99	0	8
CCc1nn(C(C)C(=O)Nc2cccc(C)c2C)c(=O)c2cc3occc3n12 (stereo not given)	100	6	27	1.2	99	0	-20	.	101	5	36
CC(C)C(C(=O)C=[N+]=[N-])N1C(=O)c2ccccc2C1=O (stereo not given)	103	-5	51	0.3	99	1	-24	-4	103	0	12
N#CC1=C2SCN(c3ccc(F)cc3)CN2C(=O)CC1c1cccc(F)c1 (stereo not given)	101	20	20	-0.3	123	-3	-26	.	77	-1	3
Cc1cc(O)c(/C=N/Nc2ccccc2)c(=O)o1	103	-2	65	-0.2	102	0	-131	-25	100	0	7
O=C(Nc1nc2ccc(F)cc2s1)c1ccccn1	82	-67	17	0.6	85	-2	-54	-21	101	3	9
Cc1ccccc1NC(=O)c1cc(S(=O)(=O)N2CCCCC2)cs1	95	-9	24	0.8	93	-5	-20	.	97	6	13
Cc1cc(C)c(C)c(S(=O)(=O)Nc2ccccc2C(=O)NCCCN2CCOCC2)c1C	101	7	70	0.8	101	-2	12	-23	99	2	9
c1ccc(CCNC2=NCCCS2)cc1	92	5	26	0.5	97	.	4	.	96	3	6
COc1ccccc1C(=O)Nc1ccc(-c2nnn(CC(=O)N3CCOCC3)n2)cc1	103	17	19	-0.5	107	-1	-7	.	100	1	9
Cc1cccc(NC2=C(Cl)C(=O)OC2OC(=O)c2ccco2)c1 (stereo not given)	103	25	14	0.0	100	-4	-1	15	101	0	12
COc1ccccc1N(CC(=O)NC1CCCCC1)S(=O)(=O)c1cccs1	103	1	.	.	?	.	-17	-19	105	.	12
COc1ccc(C(Nc2ccccn2)c2oc(CO)cc(=O)c2O)cc1 (stereo not given)	95	65*	11	-0.3	94	-5	43	-2	94	-6	3
COC(=O)C1=C(C)N(C2CCCC2)C(=O)C1(NC(C)=O)C(F)(F)F (stereo not given)	100	6	55	0.2	100	2	-21	14	98	2	8
CN(n1cnc2ccccc2c1=O)S(C)(=O)=O	103	10	.	.	?	.	26	-3	104	.	7
CC(=O)OC1OCCOC1NC(=S)NCc1ccco1 (stereo not given)	91	26	8	0.2	92	-5	-22	17	97	1	9
Nc1nonc1-n1nnc(C(=O)N/N=C/c2c(Cl)cccc2Cl)c1CSC1=NCCS1	92	6	.	.	?	.	-14	-1	95	.	7
CCc1ccc(C2CC(=O)N3CN(c4ccccc4)CSC3=C2C#N)cc1 (stereo not given)	104	12	25	-0.5	117	-6	-19	.	86	-1	4

Not a hit list. Share with any hit: about 3.3%.
